# Screening results: PubChem BioAssay, Broad Institute
# PAX8 reporter – inhibitors of PAX8 transcriptional activity in RMG-I cells; RMG-I TPO-luciferase reporter, SteadyGlo, 24 h; inhibition, % at 12.6 µM; 360,000 compounds, 1.2% hits; AID 652154;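 active = mean replicate inhibition at least 60% with every replicate also reaching 60%; inconclusive = only one of the two criteria is met; inactive = mean below 60% and not all replicates reaching 60%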;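 note: luciferase light reporting Pax8 driven TPO promoter activity; plate controls were median of neutral control wells for no effect and mitoxantrone controls for full effect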
# DENV2 CPE – protects cells from dengue virus 2 cytopathic effect; DENV2-infected cells, cytopathic effect rescue, plate reader; CPE inhibition, % at 9.99 µM; 350,000 compounds, 1.7% hits; AID 651640; in the data active = CPE inhibition above about 20%, passing the limit was not always enough; inconclusive = no clear call, values can overlap the other calls; tested in BHK-21 cells;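 note: 0% = median of neutral control wells and 100% = median of positive control wells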
# XiGFP reactiv – reactivates the inactive X chromosome in mouse fibroblasts | XiGFP mouse fibroblasts, % GFP-positive cells imaging, 3 d; cells co-treated with 5-aza-dC sensitizer; scaled so ellipticine positive control = 100% | activation, % at 7.58 µM | 360,000 compounds, 0.055% hits;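 active = mean normalized replicate activation at least 10% and every replicate at or above 10%; inconclusive = only one of the two criteria met; inactive = mean below 10% and not all replicates reach 10%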;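 note: 0% = median of on-plate neutral control wells and 100% = ellipticine 6 µM median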
#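 Assay system: SV40-immortalized XiGFP fibroblast cells, line 68-5-11; buffer or medium: DMEM plus 5-aza-dC sensitizer; compound: one concentration, pinned; timing: compounds 3 days, fix/stain 15 min at room temperature; benchmarks: positive control ellipticine, 6 µM final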
# CFTR F508del cor – correctors of CFTR F508del function in bronchial epithelial cells; AID 720511; 350,000 compounds, 0.36% hits; activity (quench increase), % at 7.58 µM; CFBE cells, YFP halide quenching; stimulated with forskolin plus potentiator P3; % fluorescence drop versus neutral controls;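 active = mean added fluorescence quench of at least 8% versus neutral control, with both replicates also reaching 8%; inconclusive = only one of the mean or replicate conditions met; inactive = mean below 8% and not both replicates reaching 8%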;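 note: cells transiently co-express mutant CFTR-F508del with the halide-sensitive YFP; corrector assay measuring rescue of mutant channel to the surface after 24 h compound exposure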
# ARNT TACC3 PPI – disruptors of human ARNT/TACC3 interaction; Q9Y6A5; AlphaScreen His-ARNT PAS-B/GST-TACC3 binding, luminescence; TACC3 fragment carries E629A point mutation; inhibition, % at 9.99 µM; 390,000 compounds, 0.66% hits;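 active = mean inhibition of replicates at least 50% and at least half of replicates each reaching 50%; inconclusive = half or more replicates reach 50% but mean below 50%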;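 note: 0% = complete ARNT plus TACC3 wells and 100% = ARNT alone without TACC3; many hits fall short of the cut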
# INS-1E GSIS act – GLuc luminescence reporter in INS-1E cells, primary screen for activators of glucose-dependent secretion of insulin; INS-1E GLuc reporter insulin secretion, 2-3 h; activation, % at 16.6 µM; 370,000 compounds, 0.61% hits; AID 743287;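 active = lowest replicate activation of at least 40%, so every replicate reaches that level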;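 note: 0% = median of neutral control wells and 100% = median of IBMX positive control wells; some compounds called inactive have numbers as strong as hits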
# ERp5 block – ERp5 (human) disulfide isomerase inhibition. 350,000 compounds, 0.05% hits. inhibition, % at 9.99 µM. ERp5 insulin aggregation, absorbance 650 nm, 90 min. AID 651711;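 active = mean replicate inhibition above about 25%, with every replicate also reaching it, limit read from the data, passing the limit was not always enough; inconclusive = only one of those two criteria met; inactive = neither criterion met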
# Target sequence (Q15084 whole entry, looked up): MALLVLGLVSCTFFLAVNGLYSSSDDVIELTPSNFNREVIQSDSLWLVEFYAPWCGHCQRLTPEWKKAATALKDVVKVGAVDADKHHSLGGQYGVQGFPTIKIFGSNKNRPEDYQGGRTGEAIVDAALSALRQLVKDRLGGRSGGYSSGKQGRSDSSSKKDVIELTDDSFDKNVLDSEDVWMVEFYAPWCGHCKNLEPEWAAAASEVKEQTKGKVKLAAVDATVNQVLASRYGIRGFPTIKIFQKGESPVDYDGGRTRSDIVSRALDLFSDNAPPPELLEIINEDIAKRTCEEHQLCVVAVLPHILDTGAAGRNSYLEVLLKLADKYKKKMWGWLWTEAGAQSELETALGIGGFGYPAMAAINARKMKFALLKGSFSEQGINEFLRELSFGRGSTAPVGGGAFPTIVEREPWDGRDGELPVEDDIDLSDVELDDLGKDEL
# EWS-Fli inh – blocks EWS/Fli oncoprotein-driven transcription | inhibition, % at 12.6 µM | 350,000 compounds, 0.67% hits | AID 651661 | A673 NR0B1-luciferase reporter, viability-normalised;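 active = mean inhibition of at least 50% after viability correction, with every replicate also passing that limit; inconclusive = mean reaches 50% but only one of two replicates passes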;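 note: firefly luciferase signal divided by Alamar Blue viability fluorescence both relative to DMSO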
# * hit, by the source's call; ? = inconclusive; / = no result given.
mol	PAX8 reporter	DENV2 CPE	XiGFP reactiv	CFTR F508del cor	ARNT TACC3 PPI	INS-1E GSIS act	ERp5 block	EWS-Fli inh
C[C@H](CO)N1C[C@H](C)[C@@H](CN(C)C(=O)C2CCCCC2)Oc2ncc(-c3cccc(F)c3)cc2C1=O	/	-3	-0.8	0.4	5	-7	9	2
COCC#Cc1ccc2c(c1)O[C@@H](CN(C)CC1CCOCC1)[C@H](C)CN([C@@H](C)CO)S2(=O)=O	/	0	-0.3	0.3	-8	-3	0	-1
CCOC(=O)C(CC)(CC)C(=O)/C=C/c1ccc(OC)cc1	13	-8	0.4	-2.0	15	-36	-1	2
C[C@@]12C(=O)N(CC3CC3)CC(=O)N1[C@H](/C=C/c1ccccc1)[C@@H]1C(=O)N(c3ccccc3)C(=O)[C@@H]12	17	-4	0.0	4.0	10	/	7	-9
COCCCN1CC(=O)N2C(c3ccc(C)cc3)c3[nH]c4ccccc4c3C[C@H]2C1=O (some centres not stated)	-2	0	0.2	-3.9	6	-43	-2	7
O=C(CSc1nc2ccccc2s1)CSc1nc2ccccc2s1	/	2	/	1.9	4	-18	-4	3
CCOc1ccc(-c2nc(-c3cccs3)c(CC(=O)O)s2)cc1OC	-44	1	-0.1	0.2	11	31	0	-10
O=C(/C=C/C=C/c1ccccc1)c1ccco1	-33	7	0.0	4.5	-6	/	0	-51
CCOc1ccc(NC(=S)N2CCN(C/C=C/c3ccccc3)CC2)cc1	25	/	-0.1	-1.2	10	-46	-3	-3
CC1CCc2sc(C(=O)OCC(=O)NCc3ccc(F)cc3)cc2C1 (configuration not stated)	10	/	0.0	/	22	-5	/	/
Cc1ccc(C2=NN(CC(=O)NCc3ccco3)C(=O)CC2)cc1	9	/	0.2	/	-4	1	/	/
CC(C)(C)c1ccc(-c2nc(NCc3cccnc3)c3ccccc3n2)cc1	-43	/	0.1	/	-5	-13	/	-28
CCOC(=O)N1CCN(CC(=O)Nc2nnc(C(F)(F)F)s2)CC1	5	-5	-0.1	-0.4	-1	1	3	8
O=C1COc2ccc(C(=O)COC(=O)Cc3ccc(F)cc3)cc2N1	-3	-5	0.1	0.2	-1	13	7	4
Cc1ccc(S(=O)(=O)N2CCCCC2)cc1NC(=O)CSc1ncccn1	4	?	-0.1	-1.3	4	-2	3	5
Cc1ccc(NC(=O)Nc2cnccn2)c(C)c1	-39	?	0.0	-0.8	7	8	3	/
COc1ccc(-n2nc(C(=O)NCC(=O)N3CC(C)CC(C)C3)c3ccccc3c2=O)c(OC)c1 (configuration not stated)	16	11	0.4	-1.0	2	-11	-3	-6
COC(=O)[C@@H](NC(=O)NC1CCCCC1C)C(C)C (some centres not stated)	6	0	0.6	-0.4	1	5	1	-2
C[C@H](O)C#Cc1ccc([C@@H]2[C@H](CO)N3CCCCN(C(=O)c4ccncc4)C[C@@H]23)cc1	1	-11	0.2	-3.2	-6	9	1	-2
C[C@@H]1CCCCO[C@H](CN(C)C(=O)NC2CCCCC2)[C@@H](C)CN([C@@H](C)CO)C(=O)c2cc(NS(=O)(=O)c3cccs3)ccc2O1	8	1	-0.7	2.2	-5	-16	4	-4
COc1c2c(c(C)c3c1C(=O)OC3)O[C@@]1(C)CC[C@@]3(O)C(C)(C)OC(=O)CC[C@]3(C)[C@H]1C2	/	?	/	3.5	2	0	3	5
COC(=O)/C(C#N)=C/c1c(Oc2cccc(C)c2)nc2ccccn2c1=O	-3	-3	-0.1	-2.5	-10	4	2	11
CC(C)CC#Cc1cnc2c(c1)C(=O)N([C@H](C)CO)C[C@@H](C)[C@H](CN(C)C(=O)c1ccccc1F)O2	/	6	0.2	1.9	13	-11	-7	6
COc1ccc2[nH]c(=O)c(CNc3ccccc3OC)cc2c1	-4	13	-0.1	-0.4	2	6	3	8
O=C(O)C[C@H]1C[C@H]2c3cc(NC(=O)NC4CCCC4)ccc3O[C@H]2[C@@H](CO)O1	-10	13	-0.1	1.4	-5	-1	-3	4
COc1ccccc1N1CCN(C(=O)COc2cccc3ccccc23)CC1	16	4	0.5	0.1	3	-37	-6	/
CN(C)CCCNC(=O)C[C@@H]1CC[C@H]2[C@@H](COc3ccc(NC(=O)C4CCC4)cc3C(=O)N2C)O1	-7	2	0.3	0.9	0	19	-4	-14
CN(C(=O)c1ccc(NC(=O)Cc2ccc(NC(=O)C3CCN(C(=O)C4CCC4)CC3)cc2)cc1)C1CCCC1	1	13	-0.1	1.6	-5	4	2	7
CNC(=O)C[C@H]1CC[C@@H]2[C@@H](COc3ccc(NS(=O)(=O)c4ccc(F)cc4)cc3C(=O)N2C)O1	19	7	0.0	1.3	-4	2	/	2
C[C@H]1CN([C@@H](C)CO)C(=O)c2cccc(NC(=O)Nc3ccc4c(c3)OCO4)c2O[C@@H]1CN(C)Cc1ccc(-c2ccccc2)cc1	/	2	-0.8	-0.1	-2	-5	-7	1
COc1ccc(S(=O)(=O)Nc2ccc3c(c2)C(=O)N([C@H](C)CO)C[C@H](C)[C@@H](CN(C)S(=O)(=O)c2cccs2)OCCCC[C@H](C)O3)cc1	49	3	0.4	-0.6	0	0	1	-40
CC(C)CC#Cc1ccc2c(c1)O[C@H](CN(C)C)[C@@H](C)CN([C@@H](C)CO)S2(=O)=O	/	?	-0.1	-1.1	-25	-11	-13	14
COc1cc(NC(=O)c2ccc([N+](=O)[O-])cc2)c(OC)cc1NC(=O)CC(C)C	20	-5	0.0	-1.1	-3	5	10	4
COc1cc2[nH]c(=S)nc(NCc3cccc(Cl)c3)c2cc1OC	14	-8	-0.1	-1.1	29	-2	1	21
Cc1csc(NC(=O)CCn2c(=O)oc3ccc(Cl)cc32)n1	-16	7	0.0	2.3	-5	-22	3	-4
O=C(Nc1ccc(F)cc1)N1CCCCN2[C@H](C1)[C@H](c1ccc(C#Cc3ccccc3)cc1)[C@@H]2CO	-41	1	0.0	-0.8	-8	3	0	1
Cc1cc(C(=O)N/N=C2\CCCC(=O)C2)c(C)o1	/	2	0.0	-0.8	12	3	-3	-3
Cc1ccc(-c2csc3ncnc(N4CCN(C)CC4)c23)cc1C	9	-9	0.2	-4.0	7	-9	-1	-8
CN1CCN(c2ccc(CNC(=O)C3(C)Cc4c(-c5ccc6c(c5)OCO6)ccnc4O3)cc2)CC1 (configuration not stated)	-4	5	0.0	-2.3	/	19	-6	1
CO[C@@H]1CN(C)C(=O)c2ccc(NC(=O)C3CCCC3)cc2OC[C@@H](C)N(CCC(F)(F)F)C[C@@H]1C	/	-14	0.6	1.8	-8	/	1	-7
COc1cccc(S(=O)(=O)N2CCCCN3[C@@H](CO)[C@@H](c4ccc(-c5cncnc5)cc4)[C@@H]3C2)c1	-16	-3	-0.1	0.8	-1	4	-1	1
Nc1ccc(-c2nc(-c3ccccc3)nc3ccccc23)cc1	-10	2	0.0	-2.9	-24	-2	3	-16
C[C@@H]1CCCCO[C@@H](CN(C)C(=O)CCC(F)(F)F)[C@H](C)CN([C@@H](C)CO)C(=O)c2cc(NS(=O)(=O)c3ccccc3)ccc2O1	-16	12	-0.4	-2.9	-2	-7	1	-5
CO[C@@H]1CN(C)C(=O)c2cc(NC(=O)C3CC3)ccc2OC[C@H](C)N(Cc2cccnc2)C[C@@H]1C	10	/	0.1	-5.5	-14	4	1	2
C[C@H]1CN([C@@H](C)CO)C(=O)c2cc(NC(=O)Nc3ccccc3)ccc2O[C@@H]1CN(C)C(=O)Nc1ccc2c(c1)OCO2	/	/	-1.2	1.9	/	5	/	-7
O=C(CCN1CCN(CCO)CC1)Nc1ccc(Br)cc1	7	/	0.0	-1.3	-2	13	3	-4
c1cc(-c2ccc3nncn3c2)ccc1CN1CCOCC1	/	2	0.2	0.4	/	-3	5	-15
C[C@@H]1CN([C@H](C)CO)C(=O)c2cc(C#C[C@@H](C)O)cnc2O[C@@H]1CN(C)C(=O)Cc1ccncc1	7	-7	0.3	-0.9	-2	32	-2	-7
CN1CCN(CCCNC(=O)c2ccc3c(c2)N(Cc2ccc(F)cc2)CCS3)CC1	-6	8	0.0	-3.2	8	/	-10	-1
CCCN(CCC)CCCNC(=O)c1cc2c(=O)n(C)c3ccccc3c2n1C	-20	5	0.1	-1.1	-3	21	3	-2

# (more compounds)
mol	PAX8 reporter	DENV2 CPE	XiGFP reactiv	CFTR F508del cor	ARNT TACC3 PPI	INS-1E GSIS act	ERp5 block	EWS-Fli inh
CCOC(=O)N1CCC(N2CC34C=CC(O3)C(C(=O)Nc3ccc(OCC)cc3)C4C2=O)CC1 (configuration not stated)	-12	5	0.1	1.7	4	14	0	-4
O=C(CNC(=O)c1ccc(Cl)cc1Cl)OCN1C(=O)c2ccccc2C1=O	-6	-5	0.0	2.6	-4	6	8	-2
COC(=O)c1ccc2c(=O)n(CCCCCC(=O)NCCNC(C)=O)c(=O)[nH]c2c1	12	2	0.3	-0.2	4	4	1	1
CN(C(=O)CSc1nc2ccccc2c(=O)n1-c1ccccc1F)C1CCS(=O)(=O)C1 (configuration not stated)	/	-9	-0.1	1.8	-2	15	-4	2
Cn1c(NNC(=O)C2CCCCC2)cc(=O)n(C)c1=O	3	5	0.0	1.9	-4	27	5	7
COc1ccccc1N1CC(C(=O)OCC(=O)Nc2cc(C)on2)CC1=O (configuration not stated)	8	-4	0.0	3.7	1	19	-3	-3
Cc1ccc(NC(=O)CN(C)C(=O)C2CC(=O)N(Cc3ccccc3)C2)cc1 (configuration not stated)	1	0	0.0	-0.5	-13	2	6	-1
COc1nc(SCC(=O)Nc2ccccc2Cl)nc(N(C)C)n1	14	-5	0.1	0.1	-7	19	-9	-27
COc1ccc(C(=O)NN/C(C)=C/C(=O)c2ccccc2)cc1	26	-1	0.0	2.5	-1	/	2	4
Cc1ccc(S(=O)(=O)NC2CC(=O)N(c3ccc4c(c3)OCCO4)C2)cc1 (configuration not stated)	-7	5	0.3	1.4	4	-19	-1	10
CC(C)c1nnc(NC(=O)CSc2nnc(NC(=O)c3c(F)cccc3F)s2)s1	5	5	0.1	-3.9	-6	-1	2	-19
COc1cccc(C(=O)N2CCC[C@H]2C(=O)N2CCC[C@H]2C(=O)N[C@H](C)c2ccccc2)c1	5	-12	0.0	-4.1	/	-1	-6	6
C[C@@H]1CN([C@@H](C)CO)C(=O)c2cc(NC(=O)Nc3ccc4c(c3)OCO4)ccc2O[C@H]1CN(C)Cc1ccccc1	-1	-6	0.0	-1.5	0	-2	-5	0
O=C(c1cc(C2CCCCN2C(=O)OCCF)on1)N1CCOCC1 (configuration not stated)	-13	0	0.0	3.9	/	-2	0	1
COc1ccccc1NS(=O)(=O)c1ccc(C)c(C(=O)NCCCN2CCCC2=O)c1	-3	13	0.1	1.0	1	-2	-2	-7
O=C1CC(SC2=NCCS2)C(=O)N1c1cccc(Cl)c1Cl (configuration not stated)	13	-5	-0.8	-1.3	0	-16	7	4
CCOC(=O)c1c(NC(=O)Cn2nc(C(=O)O)c3ccccc3c2=O)sc(CC)c1C	-1	4	0.5	-0.1	-9	-2	4	4

# Compounds as they come, and some 4.2% of all compounds hit somewhere here.
